High-throughput results (PubChem BioAssay)
KDM5B inhibitor = blocks human KDM5B histone demethylase activity; Potency, µM (series often up to 57.7 µM), inactives show top-dose activity change, negative = inhibition, hits mostly inhibitors; AID 1347165; 2.6% of 220,000 active; KDM5B demethylase, FDH-coupled NADH fluorescence (FDH is formaldehyde dehydrogenase); active = well fitted inhibition curve with a large enough effect; inconclusive = small, poorly fitted or top-dose-only effect; inactive = no such curve, though single readings can be large or run the other way; also: 0% is about no effect; nearly all actives have a fitted effect of over 70% in size
Target sequence (Q9UGL1 whole entry, looked up): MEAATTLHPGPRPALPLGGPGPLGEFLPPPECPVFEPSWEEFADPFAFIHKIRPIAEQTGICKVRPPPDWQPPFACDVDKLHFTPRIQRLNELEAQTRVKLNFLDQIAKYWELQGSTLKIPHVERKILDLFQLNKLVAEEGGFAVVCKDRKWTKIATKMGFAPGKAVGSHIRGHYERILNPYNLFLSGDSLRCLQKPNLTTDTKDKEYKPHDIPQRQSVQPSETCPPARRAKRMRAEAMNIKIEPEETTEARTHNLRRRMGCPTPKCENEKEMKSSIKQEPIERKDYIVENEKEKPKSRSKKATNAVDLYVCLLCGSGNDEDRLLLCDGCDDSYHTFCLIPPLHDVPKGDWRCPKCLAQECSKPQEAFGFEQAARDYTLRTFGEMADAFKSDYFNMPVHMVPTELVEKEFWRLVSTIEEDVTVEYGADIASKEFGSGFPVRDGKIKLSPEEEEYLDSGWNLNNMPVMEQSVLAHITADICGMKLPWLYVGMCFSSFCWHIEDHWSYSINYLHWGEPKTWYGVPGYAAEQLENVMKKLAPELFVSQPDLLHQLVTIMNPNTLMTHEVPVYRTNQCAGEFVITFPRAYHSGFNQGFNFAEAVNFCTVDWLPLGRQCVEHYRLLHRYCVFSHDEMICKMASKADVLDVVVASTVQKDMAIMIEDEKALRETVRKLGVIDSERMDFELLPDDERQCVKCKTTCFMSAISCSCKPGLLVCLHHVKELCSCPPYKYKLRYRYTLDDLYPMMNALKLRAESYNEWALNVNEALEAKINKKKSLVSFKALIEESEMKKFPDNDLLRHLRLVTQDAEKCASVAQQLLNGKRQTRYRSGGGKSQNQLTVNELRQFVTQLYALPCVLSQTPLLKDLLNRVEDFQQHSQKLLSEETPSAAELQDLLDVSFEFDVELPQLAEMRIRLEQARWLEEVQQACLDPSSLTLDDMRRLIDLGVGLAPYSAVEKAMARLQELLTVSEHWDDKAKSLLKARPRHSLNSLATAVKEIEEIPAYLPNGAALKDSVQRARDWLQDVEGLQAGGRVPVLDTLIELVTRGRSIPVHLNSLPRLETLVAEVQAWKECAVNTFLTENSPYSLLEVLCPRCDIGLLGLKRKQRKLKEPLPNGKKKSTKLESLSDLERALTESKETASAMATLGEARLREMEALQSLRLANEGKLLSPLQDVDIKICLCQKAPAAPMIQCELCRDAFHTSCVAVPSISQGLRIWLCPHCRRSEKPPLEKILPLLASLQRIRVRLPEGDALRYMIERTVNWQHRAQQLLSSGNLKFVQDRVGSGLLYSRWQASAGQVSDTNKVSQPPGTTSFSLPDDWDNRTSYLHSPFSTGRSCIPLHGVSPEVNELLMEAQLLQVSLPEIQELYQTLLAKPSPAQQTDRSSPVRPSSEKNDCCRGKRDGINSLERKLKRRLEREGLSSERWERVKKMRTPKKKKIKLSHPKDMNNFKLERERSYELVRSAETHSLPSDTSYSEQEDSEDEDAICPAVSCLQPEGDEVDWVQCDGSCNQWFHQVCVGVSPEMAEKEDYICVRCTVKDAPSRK
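Coupled FDH/NAD⁺ fluorescence readout. KDM5BΔAP 200 nM final; compound titration, 10 min RT preincubation; substrate mix 12.5 µM H3K4me3, 25 µM 2-OG, 50 µM Fe(II), 100 µM ascorbate, 0.25 mM NAD⁺, 0.25 U/mL FDH; ΔRFU over 30 min.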
* hit, by the source's call; [ ] = remark or other dose. Potency is read from the fitted curve at half-maximal effect. Only part of the results is shown; rates above refer to the full screens.

Screening CCCCNC(=O)C1CCCN(S(=O)(=O)CCC)C1 (stereo unspecified) returned KDM5B inhibitor inconclusive.
COc1cc(OC)cc(C(=O)NCCNC(=O)c2cn(C)c3ccccc23)c1 was read as KDM5B inhibitor 13%.
Screening O=C(NCCCNC(=O)c1ccccc1Cl)c1nc2ccccc2c(=O)[nH]1 returned KDM5B inhibitor -3%.
`CCOc1cc(C(=O)N2CCN(c3cc(-c4ccc(F)cc4)[nH]n3)CC2)cc(OCC)c1OCC` gave KDM5B inhibitor -5%.
`COCCNS(=O)(=O)c1cc(C(=O)O)cc(-c2ccc(OC)c(F)c2)c1` gave KDM5B inhibitor inconclusive.
COc1ccc(-c2nsc(NC(=O)c3oc4ccc(Cl)cc4c3C)n2)cc1 was read as KDM5B inhibitor -24%.
Screening CCCn1ccc2sc(C)c(C(=O)NCc3ccc(F)cc3)c2c1=O returned KDM5B inhibitor -30%.
For Cc1noc(C)c1CC(=O)NCC1CCN(c2cc(-c3ccc(F)cc3)[nH]n2)CC1 the results were KDM5B inhibitor -29%.
Brc1ccc(-c2nnc(CN3CCN(c4ccccc4)CC3)o2)s1 was read as KDM5B inhibitor 12%.
C=CCNC(=O)c1nc(-c2ccc3cc[nH]c3c2)no1 was read as KDM5B inhibitor -1%.
`c1coc(-c2ccnc3nc(C4CCC4)nn23)c1` gave KDM5B inhibitor 28µM*.
CCn1ccnc1CN1CCCC1C(=O)Nc1ccc(-c2cccc(F)c2)cc1 (stereo unspecified) was read as KDM5B inhibitor 7%.
Screening O=C(N/N=C/c1ccc(Oc2ccccc2)cc1)c1ccc(CSCc2ccccc2)cc1 returned KDM5B inhibitor -25%.
`Cn1c(=O)c2c(nc(SCC(=O)NCc3ccc(F)cc3)n2Cc2ccccc2F)n(C)c1=O` gave KDM5B inhibitor 16%.
Screening COc1ccc(CN2Cc3[nH]cnc3C[C@H]2c2nc(-c3cnccn3)no2)cc1 returned KDM5B inhibitor inconclusive.

As a short view, some entries already given:
`Cn1c(=O)c2c(nc(SCC(=O)NCc3ccc(F)cc3)n2Cc2ccccc2F)n(C)c1=O` gave KDM5B inhibitor 16%.
Screening COc1ccc(CN2Cc3[nH]cnc3C[C@H]2c2nc(-c3cnccn3)no2)cc1 returned KDM5B inhibitor inconclusive.

Carrying on.
For N#Cc1ccc(OCC(=O)NNC(=O)C2CC(=O)Nc3cc(F)ccc32)cc1 (stereo unspecified) the results were KDM5B inhibitor 4%.
For C=CCSc1nc2c(c(=O)n(C)c(=O)n2C)n1Cc1cccc(C)c1 the results were KDM5B inhibitor 21%.
`CCOc1ccc(NC(=O)COC(=O)CNC(=O)c2ccc(-c3ccccc3)cc2)cc1` gave KDM5B inhibitor 10%.
For Cc1ccc2c(c1)c1c(c(=O)n(-c3ccccc3C)c(=O)n1Cc1ccccc1F)n2C the results were KDM5B inhibitor inactive.
For Cc1ccc(C(CNC(=O)c2cc(-c3ccccc3)on2)N2CCC(C)CC2)o1 (stereo unspecified) the results were KDM5B inhibitor -8%.
For O=C(O)CCCC(=O)N1Cc2ccccc2CC2(CCCN(CCc3ccccc3)C2)C1 (stereo unspecified) the results were KDM5B inhibitor 9%[115 µM].
For CCC(Sc1nnc(CSc2ncccn2)n1-c1ccc(F)cc1)C(=O)OC (stereo unspecified) the results were KDM5B inhibitor 15%.
CC(C)c1cccc(NC(=O)CCn2cnc3c2c(=O)n(C)c(=O)n3C)c1 was read as KDM5B inhibitor -4%.
CCN(CC)S(=O)(=O)N1CCN(CC(=O)Nc2c(C#N)c(C)c(C)n2Cc2ccco2)CC1 was read as KDM5B inhibitor -2%.
COCCN(C)C(=O)C(C)(C)Oc1nn(Cc2cccc(Cl)c2)c2ccccc12 was read as KDM5B inhibitor inconclusive.
Screening CC(=O)Nc1ccc(S(=O)(=O)NC[C@@H]2C=C(C)[C@H](CC(=O)NCCN(C)C)C[C@H]2C(C)C)cc1 returned KDM5B inhibitor -4%.
Screening Cc1cc(C(=O)CSc2nc3ccccc3o2)c(C)n1C1CC1 returned KDM5B inhibitor -4%.
Screening COc1ccc(CN2COc3ccc4c(-c5ccccc5)cc(=O)oc4c3C2)cc1 returned KDM5B inhibitor -26%.
Cc1c(C)n2c3c(=O)[nH]c(=O)n(C)c3nc2n1CCNc1ccc(Oc2ccccc2)cc1 was read as KDM5B inhibitor 13%.
Screening CC(=O)N(Cc1ccccc1)Cc1cc2cc(C)ccc2[nH]c1=O returned KDM5B inhibitor -22%.
Screening O=C(NC1CCCN(c2cc(N3CCCC3)ncn2)C1)c1ccccc1 (stereo unspecified) returned KDM5B inhibitor -14%.
Screening COCCNc1nc2c(S(=O)(=O)c3ccc(C)cc3)nnn2c2ccccc12 returned KDM5B inhibitor 79µM*.
Screening CCCCn1nc(C(=O)Nc2ccccc2CC)c2ccccc2c1=O returned KDM5B inhibitor -1%.
CCOc1ccc(C(=O)Nc2ccc(-n3nncc3-c3ccc(OC)cc3)cc2)cc1 was read as KDM5B inhibitor -26%.
Screening CCCOc1ccccc1C(=O)N1CCC(c2nc3ccccc3o2)CC1 returned KDM5B inhibitor -6%.
For O=C(NCCCN1CCN(c2ccc(F)cc2)CC1)C1COc2ccccc2C1 (stereo unspecified) the results were KDM5B inhibitor -30%.
For Cc1cc(NC(=O)c2ccc3c(c2)N(C)C2CCCCCN2C3=O)ccc1Cl (stereo unspecified) the results were KDM5B inhibitor inconclusive.
COc1ccc(NC(=O)C(C)N2Cc3ccccc3C2=O)cc1OC (stereo unspecified) was read as KDM5B inhibitor -10%.
Cc1cnc(CCNC(=O)NC(C)C)n1C1CC1 was read as KDM5B inhibitor -16%.
`Cc1cc(N2CCN(S(=O)(=O)c3ccccc3F)CC2)nc(C(C)C)n1` gave KDM5B inhibitor 14%.
OC1CC(c2cc(NCCOc3ccccc3)ncn2)C1 (stereo unspecified) was read as KDM5B inhibitor 7%.
Screening c1ccc(CCNc2nc(-c3c[nH]c4ccccc34)cs2)cc1 returned KDM5B inhibitor -24%.
Screening c1cncc(-c2cnc([C@@H]3COCCN3Cc3ncc[nH]3)[nH]2)c1 returned KDM5B inhibitor -1%[86.2 µM].
COCCC(=O)NC(C)C(=O)N1CCN(c2ccccn2)CC1 (stereo unspecified) was read as KDM5B inhibitor 25µM*.
`Cc1ccc2c(=O)cc(C(=O)Nc3ccc(S(=O)(=O)N(C)c4ccccc4)cc3)oc2c1` gave KDM5B inhibitor -2%.
For O=C(NCCc1ccc(C(F)(F)F)cc1)c1cccnc1 the results were KDM5B inhibitor 1%.
`Cc1cccn2cc(-c3cc4ccccc4oc3=O)nc12` gave KDM5B inhibitor 8%.
`O=C(c1ccc(Cl)s1)N1CCCC2(CN[S+](=O)([O-])c3cccnc3O2)C1` (stereo unspecified) gave KDM5B inhibitor -13%[115 µM].
For Cc1cc(C)cc(NC(=O)Nc2ccc3nc(N4CCN(C)CC4)cc(C)c3c2)c1 the results were KDM5B inhibitor inconclusive.
For CCN1CC(C(=O)NCCc2nc(C(C)C)no2)CCC1=O (stereo unspecified) the results were KDM5B inhibitor 0%.
O=C(NCc1ccco1)Nc1ccc(OC(F)(F)F)cc1 was read as KDM5B inhibitor 15%.
CS(=O)(=O)N1CCc2ccc(C(=O)NCc3ccc(OC(F)(F)F)cc3)cc21 was read as KDM5B inhibitor -14%.
Screening CC1(COCC2CC2)COc2ccc(C(=O)NCc3cccnc3)cc2N1 (stereo unspecified) returned KDM5B inhibitor inconclusive.
For CCCCn1nc(C(=O)N2CCN(c3ncccn3)CC2)c2ccccc2c1=O the results were KDM5B inhibitor -23%.
`O=C(NCc1cc(F)cc(F)c1)c1nc(-c2ccc(F)cc2)c2ccccn12` gave KDM5B inhibitor inconclusive.
Screening CC(C)NC(=O)NC[C@H]1OC[C@@H](NC2CCNCC2)[C@@H]1O returned KDM5B inhibitor -6%[86.2 µM].
CSCC(=O)N[C@H]1CCN2C(=O)c3cc(-c4cccs4)ccc3NC(=O)[C@H]12 was read as KDM5B inhibitor 35µM*.
Screening Nc1nc(CN2CCN(C(=O)c3cccc(F)c3)CC2)nc2ccccc12 returned KDM5B inhibitor 13%.
For CN(CC1COCCO1)C(=O)c1coc(COc2ccc3c(c2)OCO3)n1 (stereo unspecified) the results were KDM5B inhibitor 22%.
For CC(C)NC[C@H]1O[C@@H]2C[C@@H](CC(=O)NCc3cnn(C)c3)O[C@@H]2[C@@H]1O the results were KDM5B inhibitor 15%[86.2 µM].
For CC(C)CC(NC(=O)C1CCC(C)CC1)C(=O)OCC(=O)c1ccc(Cl)cc1 (stereo unspecified) the results were KDM5B inhibitor -16%.
`COc1ccc(NC(=O)CSc2nc3ccccc3nc2Cc2ccc(C)cc2)cc1Cl` gave KDM5B inhibitor 3%.
Screening CC(=O)Nc1nc2ccccc2n1Cc1ccccc1Cl returned KDM5B inhibitor -17%.
For O=S(=O)(c1ccc(-n2cnnn2)cc1)N1CCN(c2cccc(C(F)(F)F)c2)CC1 the results were KDM5B inhibitor -12%.
O=C(CSc1ccccc1)Nc1cc(Cl)ccc1C(=O)O was read as KDM5B inhibitor 10%.
`CC(C)CN(CC(C)C)C(=O)COC(=O)c1c[nH]c2ccccc12` gave KDM5B inhibitor 9%.
O=C(CN1CC2CC(C1)[C@H]1CCCC(=O)N1C2)N1CCN(c2ncccn2)CC1 (stereo partly specified) was read as KDM5B inhibitor inconclusive.
CC(=O)Nc1ccccc1-c1nc2ccccc2n(CC(=O)Nc2cccc(C(F)(F)F)c2)c1=O was read as KDM5B inhibitor -3%.
CCc1ccc2oc(-c3ccc(NC(=O)c4cc5ccccc5o4)cc3)nc2c1 was read as KDM5B inhibitor -60%.
`CCc1noc(-c2nc(-c3ccc(OC)cc3OC)no2)n1` gave KDM5B inhibitor inconclusive.
Screening CN1CC(=O)N(c2ccccc2F)Cc2c(NCc3ccccn3)ncnc21 returned KDM5B inhibitor -17%.
For COc1ccccc1CC(=O)N1CCC2(CC1)N=C(c1cccc(Br)c1)NO2 the results were KDM5B inhibitor -11%.
CCCC(C)NC(=O)CSc1nc2cc(Cl)ccc2s1 (stereo unspecified) was read as KDM5B inhibitor 17%.
For CCc1ccc(NC(=O)c2sc3nc(C)cc(C)c3c2NC(=O)c2ccccc2)cc1 the results were KDM5B inhibitor -20%.
CS(=O)(=O)N1CCC2(CC1)CN(Cc1ccc(O)cc1)Cc1ccccc1O2 was read as KDM5B inhibitor -1%[115 µM].

6 entries already listed, ordered by number of heavy atoms, highest first.
For CCc1ccc(NC(=O)c2sc3nc(C)cc(C)c3c2NC(=O)c2ccccc2)cc1 the results were KDM5B inhibitor -20%.
CCc1ccc2oc(-c3ccc(NC(=O)c4cc5ccccc5o4)cc3)nc2c1 was read as KDM5B inhibitor -60%.
For COc1ccccc1CC(=O)N1CCC2(CC1)N=C(c1cccc(Br)c1)NO2 the results were KDM5B inhibitor -11%.
`CC(C)CN(CC(C)C)C(=O)COC(=O)c1c[nH]c2ccccc12` gave KDM5B inhibitor 9%.
O=C(CSc1ccccc1)Nc1cc(Cl)ccc1C(=O)O was read as KDM5B inhibitor 10%.
CCCC(C)NC(=O)CSc1nc2cc(Cl)ccc2s1 (stereo unspecified) was read as KDM5B inhibitor 17%.

Later entries
Screening COc1ccc(OC)c(CCNC(=O)C(C)n2c(C)c3cnn(-c4ccccc4)c(=O)c3c2C)c1 (stereo unspecified) returned KDM5B inhibitor 1%.
For CCOC(=O)COc1ccc2c(=O)c(-c3ccc(OC)c(OC)c3)c(C)oc2c1 the results were KDM5B inhibitor -2%.
Screening Cc1ccccc1NC(=O)c1c(C)oc2ccc(O)c(CN3CCCCCC3)c12 returned KDM5B inhibitor inconclusive.
CCN(c1ccc(Cl)cc1)S(=O)(=O)c1nnc(NC(=O)c2ccccc2C)s1 was read as KDM5B inhibitor -24%.
For COc1ccc(-c2cc(C(=O)NCC3CC3)c3c(C)nn(-c4ccccc4)c3n2)cc1 the results were KDM5B inhibitor inconclusive.
COCc1nc(CCNC(=O)CCc2ccccc2)no1 was read as KDM5B inhibitor 1%.
Screening COc1cccc(-c2nc(-c3cccs3)no2)c1 returned KDM5B inhibitor -2%.
COc1ccccc1CNC(=O)CSc1nnc(C)c2c(C)n(-c3ccccc3)nc12 was read as KDM5B inhibitor inconclusive.
Screening CC(C)Cn1c(CN2CCSCC2)cnc1S(=O)(=O)Cc1ccccc1 returned KDM5B inhibitor -27%.
O=C(CCc1cccnc1)N1CC(COc2ccccc2)C2(C1)CN(c1ccccc1)C2 (stereo unspecified) was read as KDM5B inhibitor -5%[86.2 µM].
Screening CN(C)C(=O)C1CCCN1S(=O)(=O)c1c(Cl)cccc1Cl (stereo unspecified) returned KDM5B inhibitor 0%.
For CN(Cc1cccnc1)Cc1cccn1C the results were KDM5B inhibitor -23%[115 µM].
Screening CCCCC(=O)Nc1cccc(-c2nc3cc(C)ccc3o2)c1 returned KDM5B inhibitor -5%.
Screening CC1=C[C@@H](CNC(=O)[C@@H]2CCCC[C@@H]2C(=O)O)[C@H](C(C)C)C[C@H]1Cc1nc2ccccc2[nH]1 returned KDM5B inhibitor -7%.
Screening CS(=O)(=O)N(C1CCOCC1)C1CCN(C(=O)CC2CCCC2)CC1 returned KDM5B inhibitor 30%.
For CCOC(=O)c1ccccc1NC(=O)c1sc2ccccc2c1Cl the results were KDM5B inhibitor 15%[11.5 µM].
`CCn1c(C)c(Br)c(=O)c(C(=O)OC)c1-c1ccc(Cl)cc1` gave KDM5B inhibitor 14%.
For O=C1CCN(Cc2cccc(OC(F)(F)F)c2)CCCCCCN1 the results were KDM5B inhibitor 0%.
CCN(C(=O)Cn1c(=O)oc2cc(S(=O)(=O)N3CCCCC3)ccc21)c1ccccc1 was read as KDM5B inhibitor -23%.
CCOc1cc(CN2CCCCCC2c2cccc(F)c2)ccc1OCC(N)=O (stereo unspecified) was read as KDM5B inhibitor -8%.
Screening O=[N+]([O-])c1cccc(-c2noc([C@@H]3C[C@@H](O)CN3Cc3ccccc3)n2)c1 returned KDM5B inhibitor -29%[86.2 µM].
